Assay outcomes: PubChem BioAssay, Sanford-Burnham Center for Chemical Genomics
SENP1 inh – inhibitors of human SENP1 SUMO protease catalytic domain | Q9P0U3 | recombinant SENP1 catalytic domain, CyPet-SUMO1-YPet FRET cleavage | inhibition, % at 10 µM | 360,000 tested, 0.21% active | AID 624204;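 active = inhibition at least 30% at 10 µM, raw YFP signal under a set limit, fluorescence ratio 0.5 to 1.5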;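 also: 0% = enzyme with DMSO and 100% = no enzyme wells; some results filed as inactive read as strong as hits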
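system = hSENP1 catalytic domain, recombinant | reagent = SFCypet-SUMO1-SFYpet substrate at 25 nM | doses = one dose per compound, 10 µM, 0.5% DMSO | incubation = enzyme reaction for 50 min at room temperature, dark | measured by = FRET, CFP and YFP emission | controls = no-enzyme low, enzyme-DMSO high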
Apaf-1 inh – inhibitors of human Apaf-1 apoptosome; O14727; reconstituted apoptosome caspase-3 activity, DEVD-Rh110 fluorescence; inhibition, % at 20 µM; 330,000 tested, 0.71% active; AID 489030; active = inhibition of at least 40% at 20 µM;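 also: plate controls were DMSO wells for no effect and DEVD-CHO caspase inhibitor wells for full effect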
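Material: reconstituted apoptosome with Apaf-1, cytochrome c, caspase-9, procaspase-3, dATP. Technique: Rh110 fluorescence intensity. Buffer or medium: pH 7.5 Hepes buffer with CHAPS, BSA, DTT. Times: 30 min plus 50 min, RT.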
PfG6PD inh – PfG6PD (Plasmodium falciparum) enzyme inhibition. PfGluPho enzyme, NADPH resazurin-diaphorase fluorescence. inhibition, % at 20 µM. 350,000 tested, 0.78% active;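 active = inhibition reaching at least a set limit at 20 µM in the primary screen, cut at about 59% in these data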;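 also: 0% = DMSO wells with substrate and 100% = DMSO wells lacking glucose-6-phosphate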
SENP8 block-1 – blocks the human protease SENP8; AID 2540; Q96LD8; 330,000 tested, 1.2% active; purified SENP8, Z-RLRGG-aminoluciferin cleavage, luminescence; inhibition, % at 10 µM; in the data active = inhibition above about 50%
HKDC1 inhibitor – HKDC1 (human) hexokinase inhibition. inhibition, % at 20 µM. Q2TB90. 340,000 tested, 0.16% active. recombinant HKDC1, G6PDH/diaphorase resazurin coupled fluorescence. AID 493160;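 active = inhibition above about 35% when tested at 20 µM, limit read from the data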;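 also: plate controls were DMSO wells with enzyme for no effect and DMSO wells lacking enzyme for full effect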
Target sequence (Q2TB90 whole entry, looked up): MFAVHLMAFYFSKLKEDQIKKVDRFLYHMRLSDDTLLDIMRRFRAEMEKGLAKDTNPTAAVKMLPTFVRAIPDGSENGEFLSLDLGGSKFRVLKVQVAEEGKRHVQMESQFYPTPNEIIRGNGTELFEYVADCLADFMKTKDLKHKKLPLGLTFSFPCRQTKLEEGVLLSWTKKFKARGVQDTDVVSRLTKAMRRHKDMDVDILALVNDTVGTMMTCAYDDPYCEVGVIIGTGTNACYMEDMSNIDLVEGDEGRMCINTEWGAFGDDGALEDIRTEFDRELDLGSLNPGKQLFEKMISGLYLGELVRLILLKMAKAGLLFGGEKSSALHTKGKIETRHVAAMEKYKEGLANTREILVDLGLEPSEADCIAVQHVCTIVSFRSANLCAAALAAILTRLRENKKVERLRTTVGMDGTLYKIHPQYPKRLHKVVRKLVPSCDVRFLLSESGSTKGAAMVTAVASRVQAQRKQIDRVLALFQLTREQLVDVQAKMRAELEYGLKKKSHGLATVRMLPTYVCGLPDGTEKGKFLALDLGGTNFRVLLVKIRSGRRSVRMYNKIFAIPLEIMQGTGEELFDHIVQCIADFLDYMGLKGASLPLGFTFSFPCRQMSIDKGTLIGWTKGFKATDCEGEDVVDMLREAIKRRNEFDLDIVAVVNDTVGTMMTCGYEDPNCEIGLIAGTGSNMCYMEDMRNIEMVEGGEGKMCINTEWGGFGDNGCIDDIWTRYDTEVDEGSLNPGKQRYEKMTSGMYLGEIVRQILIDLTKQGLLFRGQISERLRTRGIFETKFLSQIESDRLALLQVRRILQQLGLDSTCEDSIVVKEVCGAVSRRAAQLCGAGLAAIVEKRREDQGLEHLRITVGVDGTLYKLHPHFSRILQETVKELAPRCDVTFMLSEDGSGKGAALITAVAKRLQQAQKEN
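Test system: HK5 enzyme. Quantity: 5 µg/mL HK5 final. Reagent: glucose and ATP substrates. Schedule: 90 min reaction incubation at room temperature, dark. Technique: resazurin-to-resorufin fluorescence via G6PDH and diaphorase coupling, 525/613 nm. Control set: DMSO wells with and without enzyme mix.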
SENP6 inh – blocks the human protease SENP6; Q9GZR1; Recombinant SENP6 catalytic domain, aminoluciferin luminescence; inhibition, % at 10 µM; 330,000 tested, 1.8% active;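 active = inhibition above about 50% at the single tested dose, limit read from the data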;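 also: plate controls were DMSO wells with enzyme for no effect and DMSO wells lacking enzyme for full effect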
SENP7 inh – inhibitors of human SENP7 protease. Q9BQF6. recombinant SENP7, Z-RLRGG-aminoluciferin luminescence, 40 min. inhibition, % at 5 µM. 330,000 tested, 1.5% active. AID 434973;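 active = inhibition above about 50% at the single test dose, limit read from the data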;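 also: plate controls were DMSO with enzyme for no effect and no enzyme buffer wells for full effect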
NLRP3 yeast inh – inhibitors of NALP3 inflammasome in yeast; Yeast reconstituted NLRP3/ASC/caspase-1, beta-gal luminescence, 24 h; inhibition, % at 10 µM; 330,000 tested, 0.39% active; AID 2825;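 active = inhibition of 50% or more; inactive = inhibition below 50%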;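 also: plate controls were induced DMSO wells for no effect and uninduced yeast grown without galactose for full effect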
SENP8 block-2 – SENP8 (human) protease inhibition. Q96LD8. recombinant SENP8, Nedd8 substrate fluorescence. inhibition, % at 20 µM. 360,000 tested, 0.64% active. AID 602440; in the data active = inhibition mostly above about 40%, no sharp cut-off; inactive = mostly below about 27%
Starred values were filed as active, the others as inactive; i = inactive; . = not tested or not shown.

SMILES	SENP1 inh	Apaf-1 inh	PfG6PD inh	SENP8 block-1	HKDC1 inhibitor	SENP6 inh	SENP7 inh	NLRP3 yeast inh	SENP8 block-2
Cc1ccc(NC(=O)COC(=O)C(NS(=O)(=O)c2ccc(Cl)cc2)C(C)O)cc1C (stereo not drawn)	1	9	13	-9	-6	-15	-6	0	27
NNC(=O)CSc1nc(-c2ccccc2)cn1-c1ccccc1	2	-2	-21	7	-3	2	10	7	16
CCOCCCNC(=S)N1C2CCC1CC(NC(=O)NC13CC4CC(CC(C4)C1)C3)C2 (stereo not drawn)	2	-8	1	0	-5	2	-1	0	15
Cn1c(=O)c2c(SCc3c(F)cccc3Cl)nc(CC(C)(C)C)nc2n(C)c1=O	2	8	26	-14	0	-6	7	10	15
CCOc1ccc(C(=O)Nc2ccc(Cc3ccncc3)cc2)cc1Br	1	24	0	-8	3	-28	-2	13	0
CCCn1c(=O)c(Cc2ccccc2)c(O)c2ccccc21	2	-9	23	0	1	-8	2	4	-102
CCCOc1ccc(C(=O)NC2CCSc3ccccc32)cc1 (stereo not drawn)	1	12	1	2	-4	15	5	27	9
COCCCNC(=O)CN(CCc1ccccc1)S(=O)(=O)c1ccc(C)cc1	-1	-3	-4	0	-5	-10	-6	5	11
O=C(N/N=C\c1ccccn1)C1c2ccccc2Oc2ccccc21	-3	32	9	1	-5	-23	8	2	19
O=C(/C=C/c1ccccc1Cl)Nc1ccncc1	-1	-2	28	35	2	62*	30	0	25
O=c1nc(/C=C/c2cccn2-c2ccc([N+](=O)[O-])cc2)cc(C(F)(F)F)[nH]1	-22	14	1	7	16	-2	2	7	7
CC1CN(C(=O)COC(=O)c2ccc(Cl)nc2)CC(C)O1 (stereo not drawn)	2	-14	8	4	-5	33	12	-2	15
Cc1cc(OC(C)C)nc(NCc2ccccc2)n1	2	7	9	-1	3	1	7	-11	24
CC(=O)[C@@H]1[C@@H](C)N(Cc2ccccc2)C(=O)N[C@H]1c1cccc(C(F)(F)F)c1	0	6	-6	4	3	9	-2	-4	3
CC(=O)NC(CC(=O)OCC(=O)Nc1ccc2c(c1)OCO2)c1ccccc1 (stereo not drawn)	-1	-9	14	6	-6	-6	0	21	14
O=C1NCN(CCO)CN1	3	1	10	-9	-3	-3	-8	12	25
O=C(c1ccncc1)N1CCN(C(=O)c2ccncc2)CC1	1	-6	-19	-10	3	4	-4	2	4
CCN(C(=O)COC(=O)c1cnc(C)cn1)c1c(N)n(Cc2ccccc2)c(=O)[nH]c1=O	1	-15	7	0	-7	1	-2	0	6
CC(CNC(=O)CN1C(=O)C(=O)N(C2CCCC2)C1=O)c1ccccc1 (stereo not drawn)	-1	5	-9	-11	-3	-16	-8	16	24
CC(=O)Nc1ccc(S(=O)(=O)NCC2CCC(C(=O)NC3CCCCCC3)CC2)cc1 (stereo not drawn)	4	-8	0	-1	-11	8	9	2	5

Retrieved by compound from above:
SMILES	SENP1 inh	Apaf-1 inh	PfG6PD inh	SENP8 block-1	HKDC1 inhibitor	SENP6 inh	SENP7 inh	NLRP3 yeast inh	SENP8 block-2
COCCCNC(=O)CN(CCc1ccccc1)S(=O)(=O)c1ccc(C)cc1	-1	-3	-4	0	-5	-10	-6	5	11
CC(=O)[C@@H]1[C@@H](C)N(Cc2ccccc2)C(=O)N[C@H]1c1cccc(C(F)(F)F)c1	0	6	-6	4	3	9	-2	-4	3
O=C(c1ccncc1)N1CCN(C(=O)c2ccncc2)CC1	1	-6	-19	-10	3	4	-4	2	4
Cn1c(=O)c2c(SCc3c(F)cccc3Cl)nc(CC(C)(C)C)nc2n(C)c1=O	2	8	26	-14	0	-6	7	10	15

Remaining list, next part.
SMILES	SENP1 inh	Apaf-1 inh	PfG6PD inh	SENP8 block-1	HKDC1 inhibitor	SENP6 inh	SENP7 inh	NLRP3 yeast inh	SENP8 block-2
Cc1nnc(Nc2ccc(S(N)(=O)=O)cc2)c2ccccc12	1	4	23	14	-2	20	-2	14	-150
C[C@@H](C(=O)N1CCN(C(=O)OC(C)(C)C)CC1)n1cc(-c2cn([C@@H](C)C(=O)N3CCN(C(=O)OC(C)(C)C)CC3)nn2)nn1	.	-6	.	3	.	-8	-5	15	.
CC(C)NC(=O)CCCC(=O)NC(C)C	-1	-4	-1	-14	1	10	3	-7	13
CC(C)CCC[C@@H](C)[C@H]1CC[C@H]2[C@@H]3C(=O)C=C4C[C@@H](O)CC[C@]4(C)[C@H]3CC[C@]12C	4	5	15	-9	-1	-8	-10	3	0
CCN(CC)S(=O)(=O)c1ccc(N2CCN(C)CC2)c(NC(=O)COc2ccc(F)cc2Cl)c1	-1	15	14	-10	2	-9	13	7	-7
O=S(=O)(c1ccccc1)c1nc(-c2ccccc2)oc1NCCCN1CCOCC1	-1	8	8	1	2	-14	-6	30	-16
COc1cc(-c2nnc(SCC(=O)c3ccccc3)o2)cc(OC)c1OC	2	11	1	-10	2	-32	-8	14	21
Cc1cc(C(=O)NNC(=O)c2ccccc2F)c2ccccc2n1	3	-10	9	8	-5	13	-2	15	12
CCN(CC)C(=O)Cn1cc([N+](=O)[O-])cc1[N+](=O)[O-]	1	.	0	.	-3	.	.	.	7
O=C(NNS(=O)(=O)c1ccc(F)c(Cl)c1)c1cccc(S(=O)(=O)N2CCOCC2)c1	1	-7	-8	-4	-8	-22	2	5	8
CN(C(=O)c1cc([N+](=O)[O-])ccc1NCc1cccnc1)c1ccccc1	-1	8	8	5	0	5	2	17	20
Cc1c(NC(NC(=O)CC(C)C)C(Cl)(Cl)Cl)c(=O)n(-c2ccccc2)n1C (stereo not drawn)	1	3	-10	2	-4	-10	-1	23	-3
C[C@H]1CN([C@@H](C)CO)C(=O)Cc2cc(NS(=O)(=O)c3cccs3)ccc2O[C@H]1CN(C)S(=O)(=O)c1cn(C)cn1	0	11	4	-15	-7	-26	2	4	-3
Cc1nc(N2CCOCC2)c2c3c(sc2n1)CCC3	1	-2	-10	-11	1	-1	-4	3	14
O=C(NCc1cccc(Cl)c1)C1CCC(=O)N(C2CC2)C1 (stereo not drawn)	0	-9	-5	-9	-5	-5	12	10	20
Cc1ccc(C)c(NC(=O)CNC(=O)N2CC(=O)Nc3ccccc32)c1	-1	-2	-8	-3	-6	-2	3	11	-2
CSc1ccc(S(=O)(=O)NCc2ccccc2C)cc1	1	8	-12	-4	-4	4	10	1	5
Fc1ccc(Oc2nc(-c3ccccc3)nnc2C(F)(F)F)cc1	1	3	-8	-6	-1	-21	-12	-16	32
COc1ccc(OC)c(NC(=O)COc2ccc(S(=O)(=O)NC(C)C)cc2)c1	2	-7	-1	-10	-3	-4	2	2	13
CCOc1ccc(NC(=O)CSc2ncnc3c2sc2ccccc23)cc1	3	.	-7	.	-7	.	.	.	3
Cc1ccc(OCc2cc(C(=O)N3CC4C[C@@H]5CC3C[C@H](C4)C5)no2)cc1C	0	15	20	-7	-4	9	-3	9	14
O=C(Nc1ccccc1N1CCOCC1)c1cc(=O)[nH]c2ccccc12	0	-4	7	13	-9	17	6	4	18
COC(=O)COc1ccc(NS(=O)(=O)c2cccc([N+](=O)[O-])c2)cc1	0	7	1	-6	-26	-7	-17	20	7
CCCCNC(=S)N(C)/N=C/c1ccc(OCC(=O)Nc2c(C)cc(C)cc2C)c(OC)c1	1	4	-4	1	-9	-5	-1	15	21
CCN1CCN(c2nc3c(c(=O)[nH]c(=O)n3C)n2Cc2ccccc2F)CC1	1	0	-3	-5	1	-5	5	13	12
Cc1nn(C(=O)c2ccco2)c(C)c1Sc1ccc(Cl)cc1	2	3	-4	-7	-2	-19	-8	-5	10
Cc1[nH]c(=O)[nH]c(=O)c1S(=O)(=O)N(C)Cc1ccccc1	1	-8	-13	3	-3	-13	1	6	14
CCC(CC)c1nnc(NC(=O)CCS(=O)(=O)Cc2ccccc2)s1	0	4	38	-6	-3	26	-2	11	9
COc1cc2cc(CN(CCO)S(=O)(=O)c3ccccc3Cl)c(=O)[nH]c2cc1OC	7	-13	2	3	-4	-1	-1	-3	-270
CCCCOc1ccc(-c2nnn(CCC(=O)N3CCOCC3)n2)cc1	1	2	0	-8	0	-5	-12	18	8
CCCCN1C(N)=NC[C@@H]1Cc1ccccc1	-1	13	-19	0	3	6	6	11	18
Cc1cc(C)c2nc3nc(C)c(C)cc3c(N)c2c1	-23	4	19	0	-11	11	3	22	-368
Cc1ccc(NC(=O)c2ccc(S(=O)(=O)N3CC(C)CC(C)C3)cc2)cc1S(=O)(=O)N1CCOCC1 (stereo not drawn)	1	.	0	.	3	.	.	.	13
CC(O)CNCCCOc1cccc(C(F)(F)F)c1 (stereo not drawn)	0	-21	7	-10	-3	-14	-7	4	13
COc1cc(NC(=O)CSCc2ccc(Cl)cc2Cl)c(C(=O)O)cc1OC	1	-3	-4	2	-3	10	3	15	-12
CCC1=NN2C(=N)/C(=C/c3ccc(OS(=O)(=O)c4ccc(C)cc4)c(OC)c3)C(=O)N=C2S1	-10	14	-4	-3	12	19	-1	3	6
COc1ccc(NC(=O)CN(C)C(=O)CN2C(=O)c3ccc([N+](=O)[O-])cc3C2=O)cc1	1	-4	-11	-5	4	-6	14	9	18
COC(=O)c1sccc1NC(=O)c1c(C)noc1C	0	i	-10	-3	-7	-8	-2	21	6
Nc1cc(=O)[nH]n1C1CCN(c2ccccc2)CC1	0	20	-4	8	3	-6	-2	9	-83
CCOC(=O)Cn1c(=NC(=O)CSC(C)=O)sc2ccccc21	-8	4	32	5	-1	4	6	15	1
COC(=O)c1c(CSc2cccc(C)c2)noc1C(=O)NCc1ccco1	4	6	-9	-8	-3	-22	0	17	21
Cc1cc(-c2ccc([N+](=O)[O-])cc2)nc2ccccc12	-2	0	22	-8	-1	-17	0	-13	6
COc1ccc(S(N)(=O)=O)cc1C(=O)OCC(=O)Nc1sccc1C#N	0	8	8	-20	-6	-11	-5	14	-5
COc1ccc(-c2ccc(OC)c([C@H]3[C@@H]4C=CCC[C@@]4(C)C(=O)N3Cc3ccccc3)c2)cc1OC	3	29	22	-7	0	-14	-8	22	-180
COc1ccc(CCNC2=C(Cl)C(=O)N(CCc3ccc(OC)c(OC)c3)C2=O)cc1OC	-10	14	-1	1	-2	-6	3	11	-41
C/C(=N\NC(=O)c1ccccc1O)c1cccs1	-41	-6	18	18	0	1	61*	-23	-36
CCc1cc2c(CN3CCN(Cc4ccccc4)CC3)cc(=O)oc2cc1O	-23	19	7	2	11	17	15	7	-276
O=C(NC1CCCC1)c1ccc2nc[nH]c2c1	1	-8	-21	-9	-2	-3	-4	28	12
CCOc1ccc(OCC)c(Nc2cc(C)nc3ncnn23)c1	1	-1	-11	-12	3	-13	10	15	-5
C=CCNS(=O)(=O)c1ccc(OCC(=O)OC)cc1	1	-19	-4	4	-9	-4	15	-7	15
CCOC(=O)N1CCN(CCC(=O)Nc2cc(OC)ccc2OC)CC1	0	-2	16	3	-1	-7	-11	-8	17
Cc1cc(C)c(C)c(S(=O)(=O)N2CCN(CC(=O)c3c(N)n(Cc4ccccc4)c(=O)n(C)c3=O)CC2)c1C	-2	29	3	-5	-10	-11	2	2	12
